DENV2 CPE – inhibitors of DENV2 cytopathic effect, primary screen, cell-based, plate reader, single concentration. DENV2-infected cells, cytopathic effect rescue. CPE inhibition, % at 9.99 µM. 1.7% of 350,000 active. AID 651640, 2012; in the data active means CPE inhibition above about 20%, passing the limit was not always enough; inconclusive means no clear call, values can overlap the other calls; tested in BHK-21 cells;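 further: 0% = median of neutral control wells and 100% = median of positive control wells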
GSIS activator – GLuc luminescence reporter in INS-1E cells, primary screen for activators of glucose-dependent secretion of insulin; INS-1E GLuc reporter insulin secretion, 2-3 h; AID 743287, 2014; 0.61% of 370,000 active; activation, % at 16.6 µM;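 active means lowest replicate activation of at least 40%, so every replicate reaches that level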;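 further: 0% = median of neutral control wells and 100% = median of IBMX positive control wells; some compounds called inactive have numbers as strong as hits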
miR-122 sensor – miR-122 Renilla sensor signal increase in Huh7, primary screen, miR-122 inhibitor project, cell-based, single point, plate reader; Huh7 miR-122 Renilla luciferase sensor, 48 h; neutral wells = 0, positive control = 100; activation (reporter increase), % at 12.5 µM; 0.3% of 340,000 active; AID 602342, 2012;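 active means mean replicate activation score at least 90 and every replicate individually at or above 90; inconclusive means only one of the two criteria met; inactive means neither criterion met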;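 further: higher luciferase means less miR-122 activity so hits act as miR-122 inhibitors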
PAX8 reporter – inhibitors of PAX8-driven TPO luciferase reporter, primary screen, RMG-I cells, single concentration; 1.2% of 360,000 active; SteadyGlo, 24 h; inhibition, % at 12.6 µM;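 active means mean replicate inhibition at least 60% with every replicate also reaching 60%; inconclusive means only one of the two criteria is met; inactive means mean below 60% and not all replicates reaching 60%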;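 further: luciferase light reporting Pax8 driven TPO promoter activity; plate controls were median of neutral control wells for no effect and mitoxantrone controls for full effect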
FN deposition inh – inhibitors of fibronectin matrix deposition, primary screen, AH1F cells, Alexa488-fibronectin fluorescence, plate reader; AH1F fibroblasts, overnight; inhibition, % at 12.6 µM; 0.086% of 350,000 active;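 active means mean inhibition across replicates of 30% or more, regardless of how many single replicates reach that level; inconclusive means mean under 30% yet at least half of replicates reach 30%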;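 further: positive control wells lacked labelled fibronectin entirely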
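Material – AH1F fibroblast monolayer, labelled fibronectin deposition · Reagent – labelled fibronectin 24 nM · Timing – 1 h adhesion, overnight exposure · Measured by – fluorescence at 485 nm excitation, 525 nm emission · Read-out – inhibition of fibronectin deposition signal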
EWS-Fli block – EWS/Fli-driven NR0B1 reporter inhibitors, primary screen, A673 cells, NR0B1 luciferase, luminescence, MLPCN library; viability-normalised; inhibition, % at 12.6 µM; 0.67% of 350,000 active; AID 651661, 2012;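 active means mean inhibition of at least 50% after viability correction, with every replicate also passing that limit; inconclusive means mean reaches 50% but only one of two replicates passes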;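 further: firefly luciferase signal divided by Alamar Blue viability fluorescence both relative to DMSO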
CFTR F508del cor – F508del CFTR correction, initial screen, CFBE line, single point; AID 720511, 2013; 0.36% of 350,000 active; CFBE cells, YFP halide quenching; stimulated with forskolin plus potentiator P3; % fluorescence drop versus neutral controls; activity (quench increase), % at 7.58 µM;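 active means mean added fluorescence quench of at least 8% versus neutral control, with both replicates also reaching 8%; inconclusive means only one of the mean or replicate conditions met; inactive means mean below 8% and not both replicates reaching 8%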;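 further: cells transiently co-express mutant CFTR-F508del with the halide-sensitive YFP; corrector assay measuring rescue of mutant channel to the surface after 24 h compound exposure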
Numbers without * were called inactive; ? = inconclusive; nt = no result given; [ ] = remark or other dose.

SMILES	DENV2 CPE	GSIS activator	miR-122 sensor	PAX8 reporter	FN deposition inh	EWS-Fli block	CFTR F508del cor
C[C@@H]1ON(C)[C@H]2C[C@H]3c4[nH]c5cccc(-c6ccccc6)c5c4CCN3C[C@@H]12	-3	-10	nt	-23	-7	0	2.0
Cc1cnc(NC(=O)c2c(-c3ccccc3)noc2C)s1	6	7	2	11	-1	8	2.3
Cc1c(N)cc2c(c1N)C(C)(C)CC2(C)C	5	nt	-8	1	-7	-4	-5.4
COc1cc(C(=O)N2CCN(Cc3ccc4c(c3)OCO4)CC2)c([N+](=O)[O-])cc1OC	-2	0	-2	7	-7	7	1.8
CCN1CCCC1CNC(=O)C(=O)Nc1ccc(OC)cc1 (configuration not stated)	0	4	nt	nt	nt	5	-0.3
COc1ccc(NC(=O)c2ccccc2OCc2c(C)noc2C)cc1OC	0	13	nt	-7	7	3	0.8
Fc1ccc(/C=N/NC2=Nc3cccc4cccc2c34)cc1	nt	36	17	-120	-10	nt	nt
COC(=O)c1ccc(NC(=S)NC(=O)c2c(Cl)cnn2C)cc1	0	0	nt	-17	5	3	2.3
O=C(O)C1CCN(S(=O)(=O)c2ccc(N3CCOCC3)c([N+](=O)[O-])c2)CC1	0	9	-5	-7	26	4	-2.1
COc1ccc(S(=O)(=O)NCC2CCCN(C(=O)c3ccco3)C2)cc1 (configuration not stated)	17	7	nt	-62	nt	2	-0.3
Cc1ccc(NC2CCCN(C(=O)c3ccc4nccnc4c3)C2)cc1C (configuration not stated)	11	3	-5	3	8	nt	0.0
COCC(=O)Nc1ccc2c(c1)[C@H]1C[C@H](CC(=O)NCc3ccc(-c4ccccc4)cc3)O[C@@H](CO)[C@H]1O2	6	-8	-8[16.7 µM]	7	nt	4	-2.5
C/C(=N\OCC(=O)OCC(=O)NC(=O)c1ccc(OC(F)F)cc1)c1ccc2c(c1)OCO2	-4	-1	nt	-10	9	2	-1.8
Cc1cc(C)c(C)c(S(=O)(=O)N2CCN(CC(=O)c3c(N)n(Cc4ccccc4)c(=O)n(C)c3=O)CC2)c1C	nt	-7	-9	56	10	20	0.9
CCN(CC)S(=O)(=O)c1ccc(OC)c(NC(=O)C2CC(=O)N(c3ccc(C)cc3)C2)c1 (configuration not stated)	-9	-32	-4	1	nt	6	nt
O=C(NNC(=S)Nc1ccccc1Cl)C1CC1	11	7	-10	-7	-6	4	-1.6
CC(=O)CSc1ccc(-c2nc3ccccc3[nH]2)cn1	-10	8	nt	-9	-9	29	-2.0
CN1C(=O)c2cc(NC(=O)c3cccs3)ccc2OC[C@@H]2O[C@@H](CC(=O)N3CCCCC3)CC[C@@H]21	0	-2	0[16.7 µM]	1	-2	-3	-0.6
O=C1CCC/C(=N/NC(=O)c2cc(NS(=O)(=O)c3cccs3)cc(NS(=O)(=O)c3cccs3)c2)C1	2	-24	-4	10	-6	-4	1.5
Cc1nc(C(=O)NNC(=O)c2ccccc2Cl)c(C(F)(F)F)o1	1	5	-1	-19	1	11	2.0
CN1CCN(CCOCCOc2c(Cl)cc(Cl)cc2Cl)CC1	-5	0	nt	-12	7	5	2.2
C[C@H](CO)N1C[C@H](C)[C@@H](CN(C)C(=O)c2cccc(F)c2)Oc2ncc(C3=CCCCC3)cc2C1=O	19	-9	4[16.7 µM]	5	nt	3	-1.0
C[C@@H]1CN([C@@H](C)CO)C(=O)c2cc(NS(C)(=O)=O)ccc2O[C@@H]1CN(C)S(=O)(=O)c1cn(C)cn1	3	7	-4[16.7 µM]	nt	nt	-2	-0.3
Cn1cnnc1SCC(=O)Nc1ccc2c(c1)CCC2	nt	15	5	nt	8	nt	nt
NS(=O)(=O)c1ccc(CCNC(=O)C(=O)C2C(=O)Nc3ccccc32)cc1 (configuration not stated)	-1	13	6	13	5	10	1.4

(list continues)
SMILES	DENV2 CPE	GSIS activator	miR-122 sensor	PAX8 reporter	FN deposition inh	EWS-Fli block	CFTR F508del cor
COc1ccc(S(=O)(=O)Nc2ccc3c(c2)C(=O)N([C@@H](C)CO)C[C@H](C)[C@@H](CN(C)Cc2ccc4c(c2)OCO4)OCCCC[C@H](C)O3)cc1	19	-20	4[16.7 µM]	17	4	-1	1.7
C[C@H](CO)N1C[C@H](C)[C@H](CN(C)C(=O)Nc2cccc3ccccc23)Oc2ccc(NC(=O)c3ccncc3)cc2C1=O	nt	-7	-7[16.7 µM]	-4	nt	-2	-1.0
COc1cccc(NC(=O)C2(C)CCCN2C(=O)C(C)C)c1 (configuration not stated)	5	10	4	4	-10	7	-1.9
COc1ccc(C2c3c(oc4ccc(Cl)cc4c3=O)C(=O)N2CCN2CCOCC2)cc1 (configuration not stated)	4	-13	4	-9	0	-25	-1.2
CCOc1ccc(NC(=O)CSc2ccc3nnc(-c4cccnc4)n3n2)cc1	9	7	nt	-6	-12	nt	-0.4
O=C(Cc1ccccc1)Nc1ccc(NC(=O)c2cccc(Cl)c2)cc1	nt	24	nt	-7	3	nt	nt
N#Cc1cccnc1N1CCN(C(c2ccnc3ccccc23)c2nnnn2-c2ccc3c(c2)OCCO3)CC1 (configuration not stated)	?	9	nt	-6	-1	-9	-5.1
C=CCC(=O)OCCCCCCOc1ccc(C(=O)O)cc1	nt	nt	-3	-12	10	nt	nt
NC(=O)c1ccc(NC(=O)CSc2nnc(-c3ccncc3)n2Cc2ccco2)cc1	-3	2	-9	15	1	-3	-0.3
Nn1c(SCC(=O)Nc2ccc3c(c2)OCO3)nncc1=O	-5	5	nt	-2	5	-4	0.8
COc1ccc(NC(=O)N(C)C[C@@H]2OCCCC[C@@H](C)Oc3ccc(NC(=O)CCC(F)(F)F)cc3C(=O)N([C@H](C)CO)C[C@@H]2C)cc1	1	1	10[16.7 µM]	-28	nt	-4	0.4
CCOC(=O)C1CCN(C(=O)c2cc(S(=O)(=O)N3CCCCC3)ccc2C)CC1	-5	-16	nt	5	0	nt	-0.5
COc1cc2c(cc1OC)C(C)N(C(=O)Cc1ccc(C(F)(F)F)cc1)CC2 (configuration not stated)	8	-16	8	26	-11	-4	0.3
COc1cccc(-c2cccc(NC(=O)C3CCN(Cc4cnn(C)c4)CC3)c2)c1	0	4	4	14	8	4	0.0
CCN1[C@@H]2c3ccc(-c4cccc(F)c4)c(=O)n3C[C@H]1[C@H](CO)[C@H]2C(=O)N(C)C	-7	-3	-1[16.7 µM]	5	nt	-3	-0.2
COC(=O)c1ccccc1-c1ccc(/C=N/NC(N)=O)o1	9	nt	0	0	4	-2	0.0
O=C(NCc1ccc2c(c1)OCO2)c1cccc(N2CCCC2=O)c1	nt	nt	-3	-8	-5	nt	nt
O=C(NNC(=O)c1ccccc1F)c1ccc(Cl)c(S(=O)(=O)N2CCOCC2)c1	-7	nt	-14	-19	10	-6	-0.2
Cc1ccc(C)c(N2CCN(C(=O)CCc3nc(-c4ccc(F)cc4)no3)CC2)c1	16	4	-7	4	16	-4	-5.1
CC(=O)OC(COc1ccc(F)cc1)Cn1cnc2ccccc21 (configuration not stated)	nt	20	nt	-17	-6	-9	0.3
C=CCOc1cccc(C2/C(=C(\O)c3ccc(F)cc3)C(=O)C(=O)N2CCN(C)C)c1 (configuration not stated)	nt	nt	-3	2	7	nt	nt
CO[C@@H]1CN(C)C(=O)c2ccc(NC(=O)Nc3ccccc3)cc2OC[C@H](C)NC[C@H]1C	-10	-8	4[16.7 µM]	nt	15	4	0.4
C[C@@H]1CN([C@@H](C)CO)C(=O)c2cc(NC(=O)c3ccccc3)ccc2O[C@@H](C)CCCCO[C@@H]1CN(C)Cc1ccccc1	35*	-11	-3[16.7 µM]	-1	-5	13	1.5
O=C1NC(Cc2ccccc2)c2nc3cc(F)ccc3c(=O)n2-c2cc3ccccc3cc21 (configuration not stated)	-1	12	3	62*	nt	34	4.6
COc1ccc(S(=O)(=O)N2CCN(C(=O)c3cccc(S(=O)(=O)N4CCCC4)c3)CC2)cc1	-5	-11	2	6	5	9	-1.9

Nothing new here: an excerpt of the list.
SMILES	DENV2 CPE	GSIS activator	miR-122 sensor	PAX8 reporter	FN deposition inh	EWS-Fli block	CFTR F508del cor
O=C1NC(Cc2ccccc2)c2nc3cc(F)ccc3c(=O)n2-c2cc3ccccc3cc21 (configuration not stated)	-1	12	3	62*	nt	34	4.6
COc1ccc(S(=O)(=O)N2CCN(C(=O)c3cccc(S(=O)(=O)N4CCCC4)c3)CC2)cc1	-5	-11	2	6	5	9	-1.9

Later entries
SMILES	DENV2 CPE	GSIS activator	miR-122 sensor	PAX8 reporter	FN deposition inh	EWS-Fli block	CFTR F508del cor
CC(C)c1ccc(NC2CCCN(C(=O)c3ccoc3)C2)cc1 (configuration not stated)	-3	1	-1	-25	-2	nt	-0.2
CCCCc1c(-c2ccccc2OC)ncn1Cc1cccc(OC)c1	5	-34	nt	1	0	8	1.8
CNC(=S)N/N=C/c1c(C)nn(-c2ccc(F)cc2)c1Cl	-3	17	nt	-11	-7	-9	-4.1
Cc1ccc(CCNC(=O)CCc2nc3ccccc3[nH]2)cc1	7	0	-9	3	0	4	1.7
COc1ccccc1N(C(=O)c1csnn1)C(C(=O)NC1CCCC1)c1ccccc1 (configuration not stated)	-1	-8	3	5	6	0	-1.4
CCCC#Cc1cnc2c(c1)C(=O)N([C@@H](C)CO)C[C@@H](C)[C@@H](CN(C)Cc1cccnc1)O2	1	7	-2[16.7 µM]	nt	-12	5	2.5
COc1ccc2c3c(n(C)c2c1)[C@H](CO)N(C)CC31CCN(CC2CC2)CC1	19	6	nt	nt	nt	-11	0.7
C[C@@H]1CN([C@@H](C)CO)C(=O)c2cc(NS(=O)(=O)c3ccc(F)cc3)ccc2O[C@@H]1CN(C)CC1CC1	-1	7	-2[16.7 µM]	-6	6	nt	-2.0
CCc1cccc(NC(=O)CS(=O)Cc2nc(-c3ccc(C)cc3)oc2C)c1 (configuration not stated)	-9	-42	-4	15	-1	0	3.1
COc1ccc(CN2C[C@H](COCc3ccccc3)Oc3cccc(Oc4ccc(C(C)C)cc4)c3S2(=O)=O)cc1	6	-39	nt	14	-19	-1	1.2
CC(=O)Nc1ccc(NC(=O)c2ccccc2Sc2ccc([N+](=O)[O-])cc2Cl)cc1	-3	3	6	20	-2	-9	-1.5
O=C(NC1CCCCC1)C12CC3CC(CC(Cl)(C3)C1)C2	nt	2	-2	16	nt	1	nt
Cc1cc(C(=O)Nc2cccc3c2O[C@@H](CN(C)C(=O)Nc2cccc4ccccc24)[C@@H](C)CN([C@@H](C)CO)C3=O)n(C)n1	-13	5	-8[16.7 µM]	29	nt	10	-1.2
COc1ccc(NC(=O)c2ccc(OCC3CCCO3)cc2)cc1OC (configuration not stated)	0	8	1	-31	0	-38	8.8*
COc1ccc(CCN2CN(S(=O)(=O)c3ccc(OC)cc3)c3nc4ccccc4nc32)cc1	2	-7	nt	3	-9	1	nt
Cc1c(NC(=O)Nc2cc(Cl)ccc2Cl)c(=O)n(-c2ccccc2)n1C	4	6	nt	1	0	-3	-2.1
CCCSc1ccc([C@@H]2[C@H]3C(=O)N(CC)C(=O)[C@H]3[C@]3(C(=O)OC)CCCCN23)cc1OC	2	nt	-2	5	-24	-20	1.7
COc1cccc(-c2ccc3c(c2)[C@@H]2[C@@H](CCN2C(=O)c2cnccn2)[C@@H](CO)N3)c1	-6	-7	-4[16.7 µM]	-21	-5	-10	1.1
Cc1ccc(Cl)cc1NC(=O)Nn1cnnc1	0	-1	3	-2	nt	nt	-0.4
Cc1ccc(CN2CCc3[nH]c(=S)[nH]c(=O)c3C2)cc1	?	25	nt	16	6	-4	-0.5
CC(C)Sc1nc2c(c(=O)n1-c1ccc(F)cc1)SCC2	nt	nt	-7	5	-3	nt	nt
COc1cccc(C=NNc2nc3ccccc3s2)c1OC	13	4	-8	-118	4	-40	4.6
O=C(COC(=O)C1CCC1)Nc1cccc(Cl)c1	0	5	-1	-5	7	0	0.1

High-throughput results: PubChem, Broad Institute
